MEKK3 PB1 HTS = modulators of MEKK3-MEK5 PB1 binding, primary screen, biochemical, wildtype MEKK3, multiplex bead flow cytometry, Alexa488-MEK5 | bead-based flow cytometry, Alexa488-MEK5 binding to MEKK3; actives lie on both sides; 0 = blocked by unlabeled MEK5, 100 = vehicle | AID 1529, 2009 | hit rate 1.4% among 290,000 | binding response (% of control), % at 10 µM | Mitogen-activated protein kinase kinase kinase 3 (Homo sapiens), Q99759;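 active = binding response more than 3 SD above or below the average of its plate-row segment, actives on both sides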;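 note: Alexa488 bead fluorescence after subtracting the streptavidin-only scavenger bead signal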
Target sequence (Q99759 whole entry, looked up): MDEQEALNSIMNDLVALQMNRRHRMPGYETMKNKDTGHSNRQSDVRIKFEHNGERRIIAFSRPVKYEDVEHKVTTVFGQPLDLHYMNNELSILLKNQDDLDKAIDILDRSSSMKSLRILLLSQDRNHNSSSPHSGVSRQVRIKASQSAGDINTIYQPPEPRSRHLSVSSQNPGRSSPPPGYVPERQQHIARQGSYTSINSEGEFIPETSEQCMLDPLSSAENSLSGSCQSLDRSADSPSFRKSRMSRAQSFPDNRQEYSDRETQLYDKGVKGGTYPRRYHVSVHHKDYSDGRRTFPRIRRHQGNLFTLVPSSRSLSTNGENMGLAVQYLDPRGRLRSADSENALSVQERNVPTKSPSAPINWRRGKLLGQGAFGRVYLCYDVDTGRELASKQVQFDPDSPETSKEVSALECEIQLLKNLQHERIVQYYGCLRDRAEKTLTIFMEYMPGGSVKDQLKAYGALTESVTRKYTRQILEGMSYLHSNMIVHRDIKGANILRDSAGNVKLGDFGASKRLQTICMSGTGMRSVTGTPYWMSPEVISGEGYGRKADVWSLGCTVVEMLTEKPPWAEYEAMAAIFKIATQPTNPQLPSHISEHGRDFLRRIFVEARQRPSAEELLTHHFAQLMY
OXTR ag = human OXTR agonists, primary screen, fluorescence, CHO-OTR cells, Fluo-8 calcium; activation, % at 3 µM; hit rate 0.32% among 320,000; Fluo-8 calcium fluorescence; normalized: DMSO 0%, oxytocin 100%; Oxytocin receptor (Homo sapiens), P30559;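 active = activation above the mean of all tested compounds plus 3 SD, cutoff set per screening run, cut at about 20% in these data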;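 note: peak over basal fluorescence ratio from a 100 s FLIPR kinetic read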
GPR7 antagonist = GPR7 receptor antagonists, primary screen, cell-based, fluorescence, single concentration; GPR7-expressing cells, fluorescence antagonist assay; hit rate 1.1% among 290,000; Neuropeptides B/W receptor type 1 (Homo sapiens), P48145; inhibition, % at 4.4 µM; in the data active = inhibition above about 16%, passing the limit was not always enough;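 note: cells stimulated with the agonist NPW; 0% = agonist with vehicle and 100% = vehicle without agonist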
Target sequence (P48145 whole entry, looked up): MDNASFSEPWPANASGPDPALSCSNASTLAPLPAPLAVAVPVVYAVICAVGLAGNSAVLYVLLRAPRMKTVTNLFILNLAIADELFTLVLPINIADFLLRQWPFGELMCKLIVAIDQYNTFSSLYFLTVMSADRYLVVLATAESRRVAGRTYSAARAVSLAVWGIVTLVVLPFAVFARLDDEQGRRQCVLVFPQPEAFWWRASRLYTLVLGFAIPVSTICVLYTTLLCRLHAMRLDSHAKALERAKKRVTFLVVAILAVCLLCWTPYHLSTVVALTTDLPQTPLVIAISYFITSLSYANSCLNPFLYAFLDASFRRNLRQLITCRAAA
M18AAP inhibitor = PfM18AAP inhibitors, malaria aminopeptidase, primary screen, biochemical, QFRET, recombinant enzyme | M18 aspartyl aminopeptidase (Plasmodium falciparum 3D7) | H-Glu-NHMec fluorogenic cleavage | inhibition, % at 7.35 µM | hit rate 1.2% among 290,000 | AID 1822, 2009;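 active = inhibition above the campaign mean inhibition over all tested compounds plus 3 SD, cut at about 28% in these data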;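 note: 0% = plate median of test compound wells and 100% = 2 mM ZnCl2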
MEKK2mut PB1 HTS = MEK5 binding signal on mutant MEKK2 PB1, primary screen, biochemical, multiplex bead flow cytometry, Alexa488-MEK5; Alexa488-MEK5 binding to MEKK2 mutant; percent response, % at 10 µM; hit rate 0.35% among 290,000; in the data active = percent response above about 24%, passing the limit was not always enough; note: inactives centre near 1; some results filed as inactive read as strong as hits; reference of the scale not given here
PHOSPHO1 block = PubChem AID 1565 | Phosphoethanolamine/phosphocholine phosphatase (Homo sapiens), Q8TCT1 | recombinant PHOSPHO1, absorbance phosphatase assay | inhibition, % at 13.3 µM | hit rate 1.1% among 290,000; in the data active = inhibition above about 60%
MEKK2wt PB1 HTS = modulators of MEK5 binding to wildtype MEKK2, primary screen, biochemical, multiplex bead flow cytometry, Alexa488-MEK5. Mitogen-activated protein kinase kinase kinase 2 (Homo sapiens), Q9Y2U5. Alexa488-MEK5 binding to MEKK2 WT; actives lie on both sides. binding response (% of control), % at 10 µM. hit rate 1.1% among 290,000; in the data active = binding response below about 67% or above about 130%
DNA FID counter = compounds displacing fluorescent DNA intercalator, primary screen, artefact control for HCV NS3 helicase inhibitor project, biochemical, FID fluorescence; DNA fluorescent intercalator displacement; inhibition, % at 7.9 µM; hit rate 0.17% among 290,000; AID 1845, 2009; in the data active = inhibition above about 37%;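 note: 0% = vehicle and 100% = reference compound; higher means more ethidium bromide displaced from hairpin DNA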
NALP1 inh = NALP1 inflammasome inhibitors in reconstituted yeast, colorimetric, S. cerevisiae, triplicate retest. S. cerevisiae NALP1/ASC/caspase-1 growth, X-gal OD620, 72 h. inhibition, % at 10 µM. hit rate 0.61% among 280,000; in the data active = inhibition mostly above about 24%, no sharp cut-off; inactive = mostly below about 32%; note: some compounds called inactive have numbers as strong as hits
Numbers without * were called inactive; / = no result given; [ ] = another dose, or the depositor's remark.

smiles	DNA FID counter	GPR7 antagonist	PHOSPHO1 block	NALP1 inh	MEKK2mut PB1 HTS	OXTR ag	MEKK3 PB1 HTS	M18AAP inhibitor	MEKK2wt PB1 HTS
O=c1cc(O)nc(SCc2ccccc2)[nH]1	-11.4	-13.6	-18.0	5.3	-5.0	0.9	98.0	-5.5	90.0
c1ccc(C2Oc3ccccc3C3CC(c4cccs4)=NN32)cc1 (configuration not stated)	-2.4	-1.5	-14.8	27.5	8.0	-1.2	101.0	11.5	114.0
O=C(Nc1ccc2nn(-c3ccccc3)nc2c1)c1cccs1	6.8	-6.0	29.0	14.2	-7.0	4.3	90.0	-11.1	96.0
Clc1ccc(CSc2nnc(/C=C/c3ccccc3)o2)cc1	-0.8	-6.7	-2.2	11.9	-7.0	-0.6	95.0	2.0	95.0
CCOC(=O)c1[nH]c(C)c(CCC(=O)OC)c1C	-5.7	-9.1	7.0	32.5	1.0	-0.6	103.0	0.8	103.0
N#C/C(=C/c1cn(CC(=O)O)c2ccccc12)C(=O)NCc1ccccc1	-30.0	10.1	16.1	-7.1	/	-0.7	/	10.7	/
O=C1CC(SCc2nc3ccccc3[nH]2)C(=O)N1c1ccc(Cl)cc1 (configuration not stated)	-13.5	0.5	34.6	-4.4	8.0	0.2	100.0	8.6	101.0
CCCc1c(C)c2ccccc2[nH]c1=O	-3.6	-19.8	15.8	15.4	3.0	-2.2	100.0	-13.1	100.0
CCOc1ccccc1NC(=O)c1nc(S(=O)(=O)Cc2cccc(C)c2)ncc1Cl	-30.4	-10.1	12.3	9.0	-2.0	-0.3	99.0	-55.6	89.0
O=C(NCc1ccc2c(c1)OCO2)C12CC3CC(CC(C3)C1)C2	-9.6	-4.7	25.2	26.1	6.0	-1.0	103.0	0.7	105.0
O=C(Nc1ccc(S(=O)(=O)N2CCCC2)cc1)c1ccc(Br)o1	-14.8	7.4	2.1	11.2	1.0	2.0	97.0	0.1	96.0
Cc1ccc(S(=O)(=O)N2CCN(S(=O)(=O)N3CCCCCC3)CC2)cc1	-5.4	-3.4	14.0	-13.3	-28.0	0.0	69.0	-7.6	74.0

(further entries)
smiles	DNA FID counter	GPR7 antagonist	PHOSPHO1 block	NALP1 inh	MEKK2mut PB1 HTS	OXTR ag	MEKK3 PB1 HTS	M18AAP inhibitor	MEKK2wt PB1 HTS
Cc1ccc(-n2c(=S)[nH]c3sc4c(c3c2=O)CCc2ccccc2-4)cc1	4.0	0.0	-13.9	12.1	0.0	0.0	94.0	-2.7	89.0
COC(=O)c1ccc(/C=N/NC(=O)CCSc2nc3ccccc3s2)cc1	-9.6	6.8	-13.9	28.0	-4.0	1.0	89.0	6.0	92.0
Cc1ccc(Cn2c(NC(=O)c3ccco3)nc3ccccc32)cc1	-4.1	5.9	-4.2	0.6	2.0	-1.5	102.0	-12.4	103.0
O=C(CNc1ccccc1)NN=C1CCCC1	1.6	-1.3	42.4	6.0	-1.0	-0.1	107.0	-2.0	100.0
CCc1ccc(-c2cn3c(n2)SCC3)cc1	1.1	-0.1	-25.1	6.2	-8.0	-1.7	91.0	-4.1	93.0
COc1ccc(CC(NC(C)=O)C(=O)NC2CCN(c3nnnn3-c3ccccc3)CC2)cc1OC (configuration not stated)	-6.6	-5.0	-12.5	-14.2	-9.0	0.2	97.0	2.5	92.0
Cc1ccc(C(=O)O/N=C(\N)c2ccc(Br)cc2)cc1C	-0.9	2.6	2.5	-18.8	-15.0	-1.5	2.0*[inhibitor]	20.3	1.0*[inhibitor]
COc1ccc(/C(O)=C2/C(=O)C(=O)N(Cc3ccco3)C2c2cccs2)cc1 (configuration not stated)	-21.4	-9.1	4.1	4.7	-2.0	-0.8	94.0	1.0	100.0
COc1ccc(-c2cc(C(=O)N3CCN(c4ccccc4)CC3)no2)cc1OC	-0.3	-5.9	3.4	36.2	1.0	-1.3	99.0	3.4	98.0
CC1N(C)c2cc(NC(=O)c3cccs3)c(P(=O)(Nc3ccc([N+](=O)[O-])cc3)N3CCOCC3)cc2C1(C)C (configuration not stated)	-1.3	-8.8	48.9	3.3	-4.0	-0.7	101.0	-2.7	102.0
Cc1ccc(-c2nnn(CC(=O)N(c3ccccc3)C(C(=O)NC(C)(C)C)c3cccs3)n2)o1 (configuration not stated)	-3.2	-8.4	-3.5	15.9	0.0	-1.1	99.0	-11.1	105.0
S=c1[nH]c2ccc(Cl)cc2s1	-6.9	2.6	42.1	-2.9	2.0	2.3	101.0	12.6	103.0

Next compounds follow.
smiles	DNA FID counter	GPR7 antagonist	PHOSPHO1 block	NALP1 inh	MEKK2mut PB1 HTS	OXTR ag	MEKK3 PB1 HTS	M18AAP inhibitor	MEKK2wt PB1 HTS
Cc1ccc(NC(=O)Nc2ccc3c(c2)OCO3)cc1F	-1.9	-5.8	19.0	3.6	9.0	3.0	101.0	3.0	110.0
Cc1ccc(NC(=O)Cc2cn(C)c3ccccc23)cc1F	-8.6	-4.5	-29.8	3.0	-2.0	-1.4	115.0	-16.7	104.0
Cc1ccc(C2C3=C(CCCC3=O)Nc3[nH]c(=S)[nH]c(=O)c32)cc1 (configuration not stated)	-35.9	-15.5	102.5*	-11.1	1.0	1.8	100.0	40.5*	95.0
O=C(CCn1c(=O)oc2ccccc21)NCCN1CCOCC1	/	/	-9.6	5.7	4.0	0.3	103.0	/	100.0
Nn1c(Nc2ccccc2)nc2sc3c(c2c1=O)CCCC3	-5.5	-11.0	14.8	2.8	0.0	-1.0	103.0	19.7	99.0
O=C1C(C=NCc2ccco2)=C(O)c2ccccc21	1.8	2.9	2.8	24.5	-2.0	-0.1	100.0	11.2	98.0
CN(Cc1ccccc1)C(=O)CNC(=O)Cn1cnc2ccccc2c1=O	-0.9	-2.7	15.6	12.6	6.0	-0.1	106.0	-2.2	108.0
COc1cc(NC(=S)NCCCN2CCOCC2)c(OC)cc1Cl	2.3	-19.2	32.5	-7.7	7.0	1.1	103.0	3.4	110.0
Cc1ccc2c(c1)N(CC(=O)N1CCN(C3CCCCC3)CC1)C(=O)CO2	-8.6	-4.3	22.8	6.7	3.0	0.2	103.0	1.4	101.0
O=C(CSc1nnc(-c2ccncc2)n1CCc1ccccc1)N1CCCC1	-9.3	-5.7	19.9	/	10.0	0.3	103.0	-18.2	106.0
Cc1nn(-c2ccccc2)c(Cl)c1C(=O)N1CCN(c2ncnc3c2cnn3-c2ccccc2)CC1	-5.6	7.4	18.3	4.1	10.0	8.4	106.0	-5.9	105.0
CC(=O)c1ccc(N2CCN(C(=O)Cc3n[nH]c(=O)c4ccccc34)CC2)cc1	-13.3	0.6	-15.7	-2.9	-3.0	0.8	97.0	-1.8	97.0

The list continues:
smiles	DNA FID counter	GPR7 antagonist	PHOSPHO1 block	NALP1 inh	MEKK2mut PB1 HTS	OXTR ag	MEKK3 PB1 HTS	M18AAP inhibitor	MEKK2wt PB1 HTS
O=C(NC1CCCCC1)C(c1ccncc1)N(C(=O)c1csnn1)c1ccccc1F (configuration not stated)	-20.7	-1.2	32.0	3.9	4.0	-1.8	103.0	-1.2	106.0
OCC1(Cc2ccc(Cl)cc2)CCN(Cc2ccc(F)c(F)c2)CC1	6.2	0.9	31.6	/	1.0	5.4	105.0	1.8	116.0
COc1ccccc1/C=C\C=N\n1c(-c2ccc(Cl)cc2Cl)n[nH]c1=S	-14.3	-3.8	49.6	7.6	-2.0	-1.8	99.0	9.8	97.0
Cc1ccc(-c2nnc(-c3ccc(NC(=O)c4ccco4)cc3)o2)cc1	-1.3	8.6	-10.2	-3.0	2.0	0.4	103.0	-3.6	103.0
O=c1[nH][nH]c(-c2ccccc2)c1C=Nc1ccccc1Cl	-2.0	-6.7	-0.7	22.1	-6.0	2.5	83.0	-1.3	84.0
CC1CN(C(=O)C(C)N2CCN(c3ccccc3Cl)CC2)CC(C)O1 (configuration not stated)	-7.3	2.8	-4.0	-10.7	/	0.5	/	-1.3	/
COC1CCCN(Cc2c(C(=O)N3CCN(C4CCCCC4)CC3)nc3ccccn23)C1 (configuration not stated)	-2.2	3.7	17.6	10.4	9.0	0.5	105.0	12.5	105.0
CCCCCC(=O)Nc1ccc(N2CCN(CC)CC2)c(Cl)c1	7.5	-6.2	13.2	3.2	-7.0	0.0	82.0	-1.2	91.0
COC(=O)C1CCN(C(=O)COc2ccc(Cl)cc2)CC1	0.0	-10.3	39.0	14.5	2.0	-0.1	104.0	0.2	106.0
Cc1[nH]oc(=O)c1N=Nc1ccccc1	1.0	0.0	6.9	26.4	-2.0	0.6	90.0	8.9	92.0
O=C(N1CCCCCC1)N1CCN(C(=O)N2CCOCC2)CC1	-4.8	-2.9	2.9	-2.7	-3.0	0.2	98.0	-5.9	97.0
COc1cccc(/C=C/C(=O)N2CCN(S(=O)(=O)c3ccccc3)CC2)c1OC	-30.8	-13.5	33.4	/	10.0	1.0	103.0	1.8	105.0

Additional compounds follow.
smiles	DNA FID counter	GPR7 antagonist	PHOSPHO1 block	NALP1 inh	MEKK2mut PB1 HTS	OXTR ag	MEKK3 PB1 HTS	M18AAP inhibitor	MEKK2wt PB1 HTS
CC(C)CCN1CCN(C/C=C/c2ccco2)CC1CCO (configuration not stated)	5.5	-1.2	35.4	1.9	8.0	1.0	104.0	11.7	110.0
CCC(C)(C)NC(=O)C(c1cccn1C)N(C(=O)Cn1nnc2ccccc21)c1ccc(OC)cc1 (configuration not stated)	-5.0	-4.5	-39.0	27.8	10.0	-0.4	101.0	-2.9	109.0
COc1cc(CNC(=O)CCn2nc(C)c3c(C)n(-c4ccccc4)nc3c2=O)cc(OC)c1OC	-34.4	-5.8	36.8	2.3	2.0	-0.3	103.0	2.5	104.0
Cc1ccc(SCCOCCN2CCc3ccccc3C2)cc1	5.9	7.3	2.1	45.5	-2.0	-0.8	95.0	-1.0	99.0
COc1ccc(/C=C/C=N/NC(=O)COc2ccc(OC)cc2)cc1	-27.7	2.9	21.2	34.6	-1.0	2.0	94.0	-2.0	97.0
O=C1N(c2ccccc2)c2ccccc2C1(O)C(F)(F)F (configuration not stated)	-7.8	-6.1	13.7	-2.5	3.0	-0.5	100.0	2.0	101.0
Nc1ccc2[nH]ncc2c1	1.9	-0.5	-8.7	13.8	4.0	-0.5	82.0	10.2	91.0
CN1Cc2cc(C(=O)c3ccccc3O)cnc2NC1=O	0.6	4.0	8.5	13.1	11.0	-0.4	107.0	1.4	103.0
N#Cc1c(Nc2ccccc2)c(/C=N/NCCO)c[nH]c1=O	-11.8	-1.9	-12.4	-0.1	-2.0	0.1	101.0	1.1	99.0
CC(c1ccccc1)N1C(=O)/C(=C/c2ccncc2)SC1=S (configuration not stated)	-11.8	-7.4	40.3	7.2	-20.0	3.5	83.0	7.8	89.0
COc1ccc(Nc2nc(Cl)nc(NCc3ccco3)n2)c(OC)c1	-1.6	-11.8	30.0	14.1	5.0	-2.6	110.0	0.1	112.0
N#Cc1ccc(NCCc2ccccn2)c([N+](=O)[O-])c1	0.1	-8.6	46.5	29.6	-6.0	-0.3	94.0	0.0	95.0

Another view of some results above.
Order of values – DNA FID counter | GPR7 antagonist | PHOSPHO1 block | NALP1 inh | MEKK2mut PB1 HTS | OXTR ag | MEKK3 PB1 HTS | M18AAP inhibitor | MEKK2wt PB1 HTS
> CN1Cc2cc(C(=O)c3ccccc3O)cnc2NC1=O
    0.6 | 4.0 | 8.5 | 13.1 | 11.0 | -0.4 | 107.0 | 1.4 | 103.0
> Cc1ccc(SCCOCCN2CCc3ccccc3C2)cc1
    5.9 | 7.3 | 2.1 | 45.5 | -2.0 | -0.8 | 95.0 | -1.0 | 99.0
